# Compound activity as filed in PubChem.
# Vif inh: blocks HIV Vif function; 340,000 tested, 0.35% active; inhibition, % at 7.49 µM; HEK293T cells, Vif self-association by quenched fluorescence, imaging, 24 h; in the data active = inhibition above about 50%, passing the limit was not always enough; also: some results filed as inactive read as strong as hits
# Granule exo inh: lytic granule exocytosis inhibition. TALL-104 LAMP-1 surface exposure, flow cytometry; cells stimulated with thapsigargin and PMA. inhibition, % at 10 µM. 360,000 tested, 0.66% active. AID 651702;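 active = inhibition above about 55%, limit read from the data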
# ABHD5 PLIN5 PPI: blocks binding of human ABHD5 to perilipin-5 | Q00G26+Q8WTS1 | Split G. princeps luciferase complementation, luminescence, 4 h | inhibition, % at 4 µM | 360,000 tested, 0.78% active | AID 602281;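 active = inhibition above the mean inhibition across every tested compound plus 3 SD, cut at about 22% in these data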;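 also: 0% = DMSO only wells and the 100% control is not disclosed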
# MC4R ag barr: human MC4R agonism via beta-arrestin | U2OS MC4R beta-arrestin complementation, luminescence; percent of melanotan II response, DMSO zero | 360,000 tested, 0.98% active | activation, % at 8.9 µM | AID 540308;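 active = activation above a per-plate cutoff, the mean activation of sample wells on that plate plus 3 SD, cut at about 8% in these data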
# Target sequence (P32245 whole entry, looked up): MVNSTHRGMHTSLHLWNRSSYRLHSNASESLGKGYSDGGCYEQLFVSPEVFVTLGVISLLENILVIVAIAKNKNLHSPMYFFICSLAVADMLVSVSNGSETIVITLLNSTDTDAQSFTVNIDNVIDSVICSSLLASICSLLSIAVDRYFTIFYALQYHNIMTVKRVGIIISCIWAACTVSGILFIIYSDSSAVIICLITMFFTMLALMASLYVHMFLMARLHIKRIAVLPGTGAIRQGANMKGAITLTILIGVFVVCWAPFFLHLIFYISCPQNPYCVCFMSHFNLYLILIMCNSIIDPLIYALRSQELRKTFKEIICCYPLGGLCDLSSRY
# Glyco luc inh: blocks N-linked glycosylation in D54 reporter cells | AID 588692 | 360,000 tested, 0.23% active | D54 ERlucT glycosylation luciferase reporter, 24 h; percent of 100 nM tunicamycin response | reporter increase, % at 12.5 µM;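 active = mean luciferase reporter signal, scaled so untreated is 0 and the glycosylation-blocking control 100, at or above a set limit in every replicate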;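 also: luciferase carries N-glycosylation sites so blocking glycosylation raises the light; 0% = median of neutral control wells and 100% = median of 100 nM tunicamycin wells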
# MC4R antag cAMP: human MC4R antagonism in cAMP assay | P32245 | MC4R-expressing cells, MTII-stimulated cAMP, LANCE TR-FRET | inhibition, % at 6.5 µM | 360,000 tested, 0.48% active;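 active = inhibition above its plate's cutoff, the mean of tested wells on that plate plus 3 SD, cut at about 29% in these data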;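 also: 0% = Melanotan II alone and 100% = Melanotan II plus saturating MCL0020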
#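 Material: human MC4R-expressing U2OS cells. Probe or stimulus: Melanotan II challenge. Dosing: 6.5 µM single dose. Times: 30-min compound, 1-h challenge, 1-h detection, room temperature. Technique: TR-FRET with Eu-cAMP and labeled anti-cAMP, 671 nm. Replication: singlicate.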
# ABCB6 inh MLPCN: blocks the human ABCB6 transporter. Q9NP58. K562-ABCB6 porphyrin accumulation, flow cytometry, 1 h; active compounds read low. fluorescence ratio to DMSO, % at 10 µM. 360,000 tested, 0.19% active;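 active = fluorescence ratio to DMSO below 75%, the collection mean minus 3 SD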;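 also: signal is porphyrin accumulated inside mitochondria; 100% equals median channel fluorescence of DMSO control wells; lower ratio means ABCB6 inhibition with less porphyrin fluorescence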
# NOD2-RIPK2 inh: NOD2-RIPK2 protein interaction inhibition | O43353 | CHO BLA complementation NOD2-RIPK2, CCF4 ratio | inhibition, % at 4.98 µM | 360,000 tested, 0.38% active; in the data active = inhibition above about 21%;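 also: 0% = vehicle only and 100% = reference blocker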
# Target sequence (O43353 whole entry, looked up): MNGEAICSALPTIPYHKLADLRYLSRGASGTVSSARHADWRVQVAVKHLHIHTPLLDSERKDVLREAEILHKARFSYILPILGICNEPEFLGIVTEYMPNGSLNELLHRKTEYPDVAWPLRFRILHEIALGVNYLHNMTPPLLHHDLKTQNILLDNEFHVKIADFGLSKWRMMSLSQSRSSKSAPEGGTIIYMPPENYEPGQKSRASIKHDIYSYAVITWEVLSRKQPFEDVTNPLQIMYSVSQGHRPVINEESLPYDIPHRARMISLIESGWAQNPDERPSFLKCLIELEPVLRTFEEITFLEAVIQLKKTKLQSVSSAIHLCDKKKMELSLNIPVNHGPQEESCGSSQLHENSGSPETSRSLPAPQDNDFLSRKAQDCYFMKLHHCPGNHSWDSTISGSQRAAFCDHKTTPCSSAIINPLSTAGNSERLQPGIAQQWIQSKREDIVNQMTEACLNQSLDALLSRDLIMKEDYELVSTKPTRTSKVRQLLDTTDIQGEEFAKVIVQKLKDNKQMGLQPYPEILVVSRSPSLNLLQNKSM
# TLR9-MyD88 inh: TLR9-MyD88 interaction inhibition; CHO BLA complementation TLR9-MyD88, CCF4 FRET ratio; AID 504734; 340,000 tested, 0.21% active; Q9NR96+Q99836; inhibition, % at 4.98 µM;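 active = inhibition above the mean over all tested compounds plus 3 SD, cut at about 21% in these data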;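 also: 0% = DMSO only wells and 100% = clavulanate BLA inhibitor control wells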
# aDG glyco up: increases alpha dystroglycan glycosylation; Pro5-aDG cells, alpha-DG glycosylation AlphaScreen (IIH6); 0% Pro5, 100% B10-LARGE cell signal; activation, % at 10 µM; 360,000 tested, 0.22% active;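 active = activation of at least 8% versus controls, or a plate z-score of at least 8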;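 also: Pro5 are CHO cells carrying HIG-tagged alpha-DG that lacks glycosylation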
# Starred values were filed as active, the others as inactive; . = not tested or not shown.
Vif inh	Granule exo inh	ABHD5 PLIN5 PPI	MC4R ag barr	Glyco luc inh	MC4R antag cAMP	ABCB6 inh MLPCN	NOD2-RIPK2 inh	TLR9-MyD88 inh	aDG glyco up	molecule
-6.7	13.0	-0.2	-1.2	-1.0	2.5	127.0	-6.4	5.4	0.2	OC(C#CCN1CCCCCC1)(c1ccccc1)c1cccnc1 (configuration not stated)
.	-2.2	-3.5	0.3	1.7	9.6	93.0	1.9	3.7	0.0	O=C1C2C3C=CC(C3)C2C(=O)N1CCCO (configuration not stated)
4.0	2.0	-4.8	-0.3	1.8	2.9	98.0	7.6	-6.5	0.4	N#CCCn1nnc(-c2ccccc2F)n1
-1.4	-0.7	2.7	-0.8	0.1	17.8	96.0	-10.4	-1.2	0.2	Cc1nnc(SCC(=O)n2c3c(c4ccccc42)CCCC3)s1
-1.9	1.5	11.1	-0.5	1.5	5.9	93.0	-3.5	-4.4	0.2	COc1ccc(N(C)S(=O)(=O)c2c(C)[nH]c(=O)[nH]c2=O)cc1
-1.5	10.4	-0.8	3.3	-0.7	14.9	100.0	-0.1	-7.9	-0.2	CNc1oc(-c2cccs2)nc1S(=O)(=O)c1ccccc1
-4.9	0.8	6.0	-0.8	0.4	9.0	99.0	4.1	4.9	-0.1	O=C(Nc1ccc(C(=O)O)cc1)/C(=C/c1ccc([N+](=O)[O-])cc1)NC(=O)c1ccccc1
-18.6	0.5	1.8	-1.0	0.0	14.2	122.0	-5.3	-5.0	-0.1	CC(=O)c1c(N2CCOCC2)nc(=S)n(-c2ccc([N+](=O)[O-])cc2)c1C
15.2	4.8	-1.6	-0.7	3.2	-1.2	102.0	-1.5	3.0	-0.3	O=C(NCCS(=O)(=O)N1CCN(C(=O)c2ccco2)CC1)c1ccccc1
3.3	-0.4	-3.9	-2.2	-4.1	-3.2	96.0	-0.3	0.8	-0.3	Cc1ccccc1Cn1nc(C)c(NC(=O)c2sc3ccccc3c2Cl)c1C
-2.6	-9.8	0.1	0.8	-0.4	-2.5	104.0	1.9	-2.2	-0.1	CN(C(=O)COC(=O)c1sc2ccccc2c1Cl)C1CCCCC1
-1.3	-3.3	-8.7	1.7	2.6	-5.6	97.0	2.7	-7.0	-0.2	COc1ccc(S(=O)(=O)N2CCC(C(=O)N3CCN(C)CC3)CC2)cc1Cl
3.4	0.6	0.6	0.0	0.0	7.9	105.0	2.0	-9.1	0.8	O=C(Nc1ccc(Cl)cc1)OCc1cc(-c2ccccc2)on1
-6.9	12.1	9.6	0.5	-0.8	-4.0	95.0	-5.7	-6.3	0.1	C=CCn1c(SCC(=O)NCc2ccco2)nnc1-c1ccc2ccccc2n1
1.6	-6.8	-3.2	0.4	-0.1	3.3	97.0	4.2	4.2	-0.2	N[C@@H](CO)c1cn([C@@H](Cc2cc3ccccc3[nH]2)C(=O)N2CCNCC2)nn1
.	2.8	0.5	0.4	1.5	12.9	102.0	5.5	0.4	0.0	COCCC(=O)N1CCCC(C(=O)c2ccc3c4c(cccc24)CC3)C1 (configuration not stated)
.	-0.7	-8.7	.	-4.8	.	109.0	-4.6	.	-0.4	COC(=O)c1ccc2nc(C3CCCCC3)c(CC(C)(C)C)n2c1
-3.9	-1.6	4.9	0.1	-0.4	8.2	96.0	-6.1	-1.2	-0.1	Cc1ccc(NC(=O)C2(C)Cc3ccccc3C(=O)O2)cc1 (configuration not stated)
1.5	-1.5	-3.2	-1.5	0.5	-0.5	89.0	-0.2	-10.7	-0.2	CCn1c(SCC(=O)Nc2nnc(C)s2)nnc1C(C)NC(=O)c1ccccc1F (configuration not stated)
-2.9	-1.7	1.6	0.7	1.5	14.0	101.0	-2.1	-4.3	0.0	CCN(/C=N/S(=O)(=O)c1ccc(Cl)cc1)CC
3.4	-0.6	-0.9	0.7	3.0	1.9	86.0	-12.1	6.4	-0.1	COc1ccccc1-c1cc(N)n[nH]1
20.6	3.8	-2.4	0.5	-1.7	-21.3	97.0	-17.6	-10.5	0.1	Cc1cc(Nc2ccccc2)nc2cc(O)ccc12
-11.8	-4.7	-5.4	-1.1	0.2	18.7	98.0	9.2	-6.2	0.3	CCCCC(CC)C(=O)Nc1cc(=O)[nH]c2nc3ccccc3n12 (configuration not stated)
-3.8	0.2	4.0	2.0	15.7	3.3	101.0	3.9	-12.8	-0.4	CN(C)S(=O)(=O)c1ccc(C(=O)Nc2ccccc2[N+](=O)[O-])cc1
2.9	1.3	-1.6	-0.5	0.2	1.4	93.0	5.1	6.7	0.3	NC(N)=N/N=C/c1ccccc1
-3.6	1.7	5.1	0.5	3.2	15.1	101.0	-6.1	-12.0	1.8	COc1cc(C(=O)Nc2cccc(-n3cnnn3)c2)cc(OC)c1OC
17.3	30.3	-4.6	-3.0	1.1	10.2	95.0	3.4	9.8	0.3	COC(=O)C(C(C)=O)C1=C/C(=N\S(=O)(=O)c2ccc(C)cc2)c2ccccc2C1=O (configuration not stated)
-11.9	41.2	10.5	-1.7	11.6	14.9	103.0	9.9	-15.3	1.9	Cc1nn2c(NCCCn3ccnc3)cc(C(C)C)nc2c1-c1ccccc1
-4.0	48.4	1.2	14.1*	0.5	12.5	94.0	-1.2	0.4	0.0	Cc1cc(OCCN2CCC(Cc3ccccc3)CC2)ccc1[N+](=O)[O-]
9.2	0.7	-1.8	0.3	0.8	6.7	97.0	0.3	3.2	0.0	CC(=O)Nc1ccc2c(c1)nc(CCNC(=O)c1ccco1)n2C
18.3	26.9	6.5	-2.7	-1.1	69.8*	96.0	11.7	8.5	0.1	CC(CCc1ccccc1)NC(=O)COC(=O)c1ccc(S(C)(=O)=O)c([N+](=O)[O-])c1 (configuration not stated)
10.1	-4.0	-3.6	-2.7	4.2	-0.6	110.0	1.2	.	0.0	CCNC(=O)C1(C)CCN(C(=O)c2ccc(F)c(Cl)c2)C1 (configuration not stated)
9.3	-4.1	-5.3	-2.4	1.5	-2.7	100.0	-13.6	-2.9	0.1	Cc1csc(=O)n1CCC(=O)OCC(=O)NNC(=O)c1ccccc1
0.4	-2.8	3.8	-0.2	2.7	-3.0	93.0	-10.4	-4.0	1.3	O=C(Nc1ccccc1)OC(CN1CCCCC1)C(F)(F)F (configuration not stated)
2.3	1.1	0.3	6.4	2.2	8.6	96.0	-4.6	4.5	0.1	Cc1cc(NC(=O)Cn2c(C)nc3ccccc3c2=O)ccc1Br
-1.9	3.1	1.5	-1.3	2.9	11.0	100.0	-2.8	8.9	-0.2	CC(C)(C)CN1CCNC(=O)C1CC(=O)NCc1cccc(-n2cccn2)c1 (configuration not stated)
.	-0.9	0.4	.	1.3	.	101.0	-6.6	.	-0.1	CCOc1ccc(CCN2C(=O)C(=O)N([C@@H](Cc3ccccc3)CN3CCC[C@@H]3CN3C(=O)C(=O)NC[C@@H]3Cc3ccc(O)cc3)C[C@@H]2Cc2ccccc2)cc1
-1.6	1.4	9.3	-2.2	-1.7	-5.4	96.0	4.8	-4.0	-0.2	CN(C)/C=C/C(=O)c1cnc(-c2ccccn2)s1
-4.5	10.5	1.7	-1.8	-1.3	6.9	96.0	-9.9	5.3	0.0	Nc1ncnc(Nc2ccc(S(N)(=O)=O)cc2)n1
1.1	-7.5	-0.7	-0.2	-3.7	6.2	97.0	-8.7	-5.6	0.0	COc1ccccc1/C=C/C(=O)NCCc1ccccn1
-0.7	5.8	4.9	0.9	-0.4	2.8	102.0	-4.6	-5.6	0.2	CCS(=O)(=O)N1CCN(C(=O)CCC2CCCC2)CC1
-22.2	0.1	5.8	-0.6	-2.8	-0.7	98.0	-1.2	-16.2	-0.1	CC(C(=O)Nc1ccc([N+](=O)[O-])cc1Cl)N1CCN(S(=O)(=O)c2cccs2)CC1 (configuration not stated)
38.8	10.8	-0.7	11.2*	-11.8	9.3	112.0	-4.2	3.5	0.1	Nc1c(C(=O)Nc2cccc(F)c2)nnn1-c1ccc2c(c1)OCCO2
-0.5	2.1	-0.2	1.7	-0.1	3.4	97.0	0.2	2.1	-0.1	O=C(CC1Oc2ccccc2NC1=O)NC1CC1 (configuration not stated)
1.5	3.9	-2.8	-0.3	-1.0	-5.8	99.0	-6.0	7.1	-0.1	COc1ccc(CN2CCN(C(=O)c3ccco3)CC2)cc1
-4.0	-1.7	-1.0	-3.0	-7.1	3.6	92.0	7.8	7.5	0.0	NC(=O)CSc1nc(C2CC2)nc2sc3c(c12)CCCC3
-2.7	3.2	1.2	-2.3	4.6	2.3	101.0	-6.8	-1.9	0.1	Cc1ccc(S(=O)(=O)N(C)C[C@H]2OCc3cn(nn3)CCCC(=O)N([C@@H](C)CO)C[C@@H]2C)cc1
-1.8	0.5	2.2	-1.3	-1.9	0.8	85.0	-11.0	0.3	0.2	COc1ccc2c(CCNC(=O)c3ccc([N+](=O)[O-])cc3)c[nH]c2c1
7.7	0.0	-10.2	-1.3	0.8	7.6	90.0	1.1	5.3	-0.5	Cc1ccc(-c2nc(-c3ccc(Cl)cc3)sc2CC(=O)O)c(C)c1
1.7	-2.7	1.4	-0.8	0.0	0.3	98.0	2.5	5.8	0.1	CCOc1cc(/C=N/NC(=O)CCn2nc(C)cc2C)ccc1O
-10.2	-5.3	1.4	0.2	2.8	10.4	100.0	3.9	-4.8	0.0	O=C(C1CC(=O)N(c2ccc(Cl)cc2)C1)N1CCCCCC1 (configuration not stated)
-8.3	-4.4	-3.9	-0.4	3.8	-9.9	98.0	8.1	.	0.1	CC(=O)c1ccc(OCc2nnn(CC(=O)O)c2-c2ccccc2)cc1
22.9	5.0	3.5	-0.9	1.1	1.4	94.0	-1.6	12.6	0.1	Cc1csc(NC(=O)CSc2ccc3nnc(-c4ccncc4)n3n2)n1
2.1	-9.7	9.3	-0.8	2.6	-4.6	100.0	-3.9	0.2	0.0	CCn1c(=O)c2sccc2n(CC(=O)NC2CCCCC2)c1=O
7.5	-1.5	-6.3	0.0	-1.3	9.0	92.0	7.6	0.6	0.0	CC(C)C(=O)NC(=S)NCC(=O)c1ccccc1
-9.7	69.1*	3.0	4.2	-3.7	18.4	97.0	6.4	-9.3	0.5	CCN(CC)CCCNC(=S)N1CCN(c2nc(-c3ccc(F)cc3)cs2)CC1

# 3 of the entries above in order of their number in MC4R antag cAMP, falling.
Vif inh	Granule exo inh	ABHD5 PLIN5 PPI	MC4R ag barr	Glyco luc inh	MC4R antag cAMP	ABCB6 inh MLPCN	NOD2-RIPK2 inh	TLR9-MyD88 inh	aDG glyco up	molecule
-1.5	10.4	-0.8	3.3	-0.7	14.9	100.0	-0.1	-7.9	-0.2	CNc1oc(-c2cccs2)nc1S(=O)(=O)c1ccccc1
-4.0	-1.7	-1.0	-3.0	-7.1	3.6	92.0	7.8	7.5	0.0	NC(=O)CSc1nc(C2CC2)nc2sc3c(c12)CCCC3
1.6	-6.8	-3.2	0.4	-0.1	3.3	97.0	4.2	4.2	-0.2	N[C@@H](CO)c1cn([C@@H](Cc2cc3ccccc3[nH]2)C(=O)N2CCNCC2)nn1

# The list is partial. The share of hits here may be higher or lower than overall.
